# DENV2 CPE rescue = DENV2-induced cell death inhibition. DENV2-infected cells, cytopathic effect rescue, plate reader. 1.7% of 350,000 active. CPE inhibition, % at 9.99 µM; in the data active = CPE inhibition above about 20%, passing the limit was not always enough; inconclusive = no clear call, values can overlap the other calls; tested in BHK-21 cells;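 note: 0% = median of neutral control wells and 100% = median of positive control wells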
# E-selectin induc = induces E-selectin expression in human endothelial cells; P16581; HUVEC E-selectin immunofluorescence imaging; normalized: neutral wells 0, TNF-alpha wells 100; 0.37% of 260,000 active; activation, % at 7.58 µM; AID 686992;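 active = mean E-selectin-positive cell signal at least 10% of the positive control, reached in at least 60% of replicates, without over 20% cell loss; inconclusive = no rule given, readout overlaps actives, possibly toxicity-flagged; inactive = the rest, including those meeting only one limit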;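 note: in these data hits start at about 27%; measured in HUVEC primary endothelial cells; signal is the percent of cells scored E-selectin positive by PE staining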
# Target sequence (P16581 whole entry, looked up): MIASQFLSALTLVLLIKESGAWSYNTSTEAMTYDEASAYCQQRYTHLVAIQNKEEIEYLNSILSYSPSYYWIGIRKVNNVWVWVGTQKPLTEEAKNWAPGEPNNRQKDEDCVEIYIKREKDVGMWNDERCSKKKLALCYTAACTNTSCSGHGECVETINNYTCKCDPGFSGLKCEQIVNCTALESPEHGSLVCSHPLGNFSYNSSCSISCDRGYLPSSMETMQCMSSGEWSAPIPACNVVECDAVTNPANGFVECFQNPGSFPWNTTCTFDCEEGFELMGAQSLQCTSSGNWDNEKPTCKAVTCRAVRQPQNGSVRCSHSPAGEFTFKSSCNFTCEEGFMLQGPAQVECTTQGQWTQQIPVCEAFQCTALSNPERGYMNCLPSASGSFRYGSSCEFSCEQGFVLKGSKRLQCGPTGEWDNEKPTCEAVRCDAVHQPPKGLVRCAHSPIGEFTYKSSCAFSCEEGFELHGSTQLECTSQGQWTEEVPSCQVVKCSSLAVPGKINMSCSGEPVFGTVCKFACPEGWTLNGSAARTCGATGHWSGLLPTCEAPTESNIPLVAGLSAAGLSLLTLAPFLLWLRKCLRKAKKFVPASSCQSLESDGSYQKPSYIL
#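 Assay system: HUVEC, human umbilical vein endothelial cells / Amount: 3,000 HUVEC/well / Controls: TNF-alpha positive control, DMSO neutral control / Compound dosing: single concentration / Medium: EGM-2 over gelatin coat / Evaluation: percent E-selectin-positive cells / Signal: immunofluorescence imaging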
# CFTR F508del cor = correctors of CFTR F508del function in bronchial epithelial cells | 0.36% of 350,000 active | CFBE cells, YFP halide quenching; stimulated with forskolin plus potentiator P3; % fluorescence drop versus neutral controls | activity (quench increase), % at 7.58 µM;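 active = mean added fluorescence quench of at least 8% versus neutral control, with both replicates also reaching 8%; inconclusive = only one of the mean or replicate conditions met; inactive = mean below 8% and not both replicates reaching 8%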;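 note: cells transiently co-express mutant CFTR-F508del with the halide-sensitive YFP; corrector assay measuring rescue of mutant channel to the surface after 24 h compound exposure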
# GSIS activator = GLuc luminescence reporter in INS-1E cells, primary screen for activators of glucose-dependent secretion of insulin; activation, % at 16.6 µM; 0.61% of 370,000 active; INS-1E GLuc reporter insulin secretion, 2-3 h;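 active = lowest replicate activation of at least 40%, so every replicate reaches that level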;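 note: 0% = median of neutral control wells and 100% = median of IBMX positive control wells; some compounds called inactive have numbers as strong as hits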
# RAD52 anneal inh = inhibitors of human RAD52 DNA annealing. inhibition, % at 18.7 µM. 0.46% of 360,000 active. AID 651710. recombinant RAD52 DNA annealing, FRET fluorescence;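 active = every replicate showing at least 50% inhibition; inconclusive = mean inhibition at least 50% but not in every replicate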
# Target sequence (P43351 whole entry, looked up): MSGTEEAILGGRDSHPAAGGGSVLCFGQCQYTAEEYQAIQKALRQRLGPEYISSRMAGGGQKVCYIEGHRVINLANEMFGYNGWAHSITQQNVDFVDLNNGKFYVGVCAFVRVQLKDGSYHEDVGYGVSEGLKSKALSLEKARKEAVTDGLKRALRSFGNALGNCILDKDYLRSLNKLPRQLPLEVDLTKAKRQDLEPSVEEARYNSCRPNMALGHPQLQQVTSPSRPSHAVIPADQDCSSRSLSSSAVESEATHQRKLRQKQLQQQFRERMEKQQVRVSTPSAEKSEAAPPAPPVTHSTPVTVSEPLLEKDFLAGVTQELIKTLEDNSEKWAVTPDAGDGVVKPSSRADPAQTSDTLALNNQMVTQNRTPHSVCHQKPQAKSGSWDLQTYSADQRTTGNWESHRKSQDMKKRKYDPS
# Xi reactivation = reactivates the inactive X chromosome in mouse fibroblasts; XiGFP mouse fibroblasts, % GFP-positive cells imaging, 3 d; cells co-treated with 5-aza-dC sensitizer; scaled so ellipticine positive control = 100%; activation, % at 7.58 µM; 0.055% of 360,000 active; AID 743238;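 active = mean normalized replicate activation at least 10% and every replicate at or above 10%; inconclusive = only one of the two criteria met; inactive = mean below 10% and not all replicates reach 10%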;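 note: 0% = median of on-plate neutral control wells and 100% = ellipticine 6 µM median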
#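 material = 68-5-11 XiGFP fibroblast line | medium = DMEM plus 5-aza-dC sensitizer | schedule = 3 days compound exposure | benchmarks = positive control ellipticine, 6 µM final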
# RAD54 branch = blocks human RAD54 Holliday junction branch migration. Q92698. FAM/BHQ fluorescence. inhibition, % at 10.4 µM. 0.14% of 360,000 active. AID 602329;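 active = mean normalized replicate activity at least 40 and at least half of replicates scoring 40 or more; inconclusive = only one of the two criteria met; inactive = mean below 40 and under half of replicates reaching 40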;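 note: 0% = median of neutral control wells and 100% = median of positive control wells; inhibitors cause a drop in the FAM fluorescence signal; in these data hits start at about 50%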
# Casp6 inh = inhibitors of human caspase-6. P55212. purified caspase-6, Z-VEID-R110 cleavage fluorescence. inhibition, % at 12.5 µM. 0.53% of 350,000 active. AID 686996;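 active = mean inhibition across replicates at least about 35%, with every replicate also reaching that limit, limit read from the data; inconclusive = only one of the two criteria met; inactive = neither criterion met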;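 note: 0% = median of neutral control wells and 100% = no fluorescence left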
# An asterisk follows results filed as active; ? = inconclusive; . = no result given; & = joins results of further samples. Not a hit list, and some 3.7% of all compounds hit somewhere here.
SMILES,DENV2 CPE rescue,E-selectin induc,CFTR F508del cor,GSIS activator,RAD52 anneal inh,Xi reactivation,RAD54 branch,Casp6 inh
O=C(c1cc2c(s1)CCCC2)N1CCN(S(=O)(=O)c2ccccc2)CC1,13,.,-3.6,-11,-23,0.2,4,1
Cc1ccc(-c2c(C#N)c(N)n(-c3ccccc3C)c(=O)c2C#N)cc1,11,-1.8,1.4&0.5,6,-17,0.4,9&0,-3
CN(C)C(=O)c1cccc(-c2ccc3c(c2)[C@@H]2[C@@H](CCN2C(=O)c2cccnc2)[C@H](CO)N3)c1,-17,0.6,0.9,-2,.,0.0,-9,.
COCCNc1ncnc2c1cnn2Cc1ccccc1Cl,-1,-0.1,-2.7,9,0,0.0,5,0
Cc1ccc(NC(=O)CCS(=O)(=O)c2cccc3nonc23)c(Br)c1,16,.,1.8,9,-7,0.1,2,2
O=C(C[C@@H]1CC[C@@H]2[C@H](COC[C@H](O)CN2S(=O)(=O)c2cccc(Cl)c2)O1)NCc1ccc2c(c1)OCO2,13,0.0,0.1,0,14,0.0,2,-2
Cc1noc(C)c1NC(=O)N(C)C[C@H]1Oc2ccc(NC(=O)CCCCCC(=O)Nc3ccccc3N)cc2C(=O)N([C@@H](C)CO)C[C@@H]1C,4,-2.4,-2.5,10,1,-0.1,-4,-2
COc1cccc(C#Cc2ccc3c(c2)O[C@@H](CN(C)C(=O)CN2CCOCC2)[C@H](C)CN([C@@H](C)CO)S3(=O)=O)c1,?,0.3,1.9,0,-19,0.0,7,4
C[C@H](CO)N1C[C@H](C)[C@@H](CN(C)C(=O)Nc2cccc3ccccc23)Oc2c(NC(=O)c3nc4ccccc4s3)cccc2C1=O,5,0.1,-6.8,-8,-5,-0.3,4,3
Cc1cccc(OCC(=O)Nc2sc3c(c2C#N)CCC3)c1,?,.,0.5,-15,-14,.,10,3
CC(=O)c1ccc(NC(=O)CSc2nnc(Cn3c(=O)sc4ccccc43)n2C)cc1,10,0.1,-0.3,9,7,0.3,0,0
Cc1c(Cl)cccc1NC(=O)C1Cc2ccccc2CN1C(=O)c1ccccc1 (configuration not stated),3,-0.2,.,.,-20,0.5,.,4
CCCC(=O)Nc1ccc2c(c1)C(=O)N(C)[C@H]1CC[C@H](CC(=O)N3CCc4ccccc4C3)O[C@H]1CO2,-3,0.1,0.1,-2,.,0.1,-2,.
CC(N=C1NS(=O)(=O)c2ccccc21)C(=O)NCCCc1ccccc1 (configuration not stated),-6,1.3,-2.1,-11,-17,0.0,0,7
O=C(NCc1ccc2c(c1)OCO2)NC1CCCCC1,-1,-0.2,0.8,-1,-7,-0.1,.,0

# Structural class: those above with a cyano group.
SMILES,DENV2 CPE rescue,E-selectin induc,CFTR F508del cor,GSIS activator,RAD52 anneal inh,Xi reactivation,RAD54 branch,Casp6 inh
Cc1ccc(-c2c(C#N)c(N)n(-c3ccccc3C)c(=O)c2C#N)cc1,11,-1.8,1.4&0.5,6,-17,0.4,9&0,-3
Cc1cccc(OCC(=O)Nc2sc3c(c2C#N)CCC3)c1,?,.,0.5,-15,-14,.,10,3

# The list goes on:
SMILES,DENV2 CPE rescue,E-selectin induc,CFTR F508del cor,GSIS activator,RAD52 anneal inh,Xi reactivation,RAD54 branch,Casp6 inh
CCN1CCN(c2sc(S(C)(=O)=O)nc2S(=O)(=O)c2ccc(C)cc2)CC1,1,3.2,-6.7,2,-5,0.2,6,-2
COC(=O)CCCCC1SCC(NC(=O)c2ccccc2)C1=O (configuration not stated),-2,.,2.2,-3,-16,-0.1,.,1
CCCn1cnc2cc(NCc3ccccn3)ccc21,?,-1.0,2.0,.,1,0.0,5,2
CC(C(=O)O)c1cccc(Oc2ccccc2)c1 (configuration not stated),-7,0.4,-19,.,-28,0.3,4,4
CC(=O)N1C[C@@H](CO)[C@@H](N(C)C(=O)/C=C/c2ccccc2)C[C@H]1c1ccccc1,-3,0.1,-1.6,17,-6,0.3,.,-3
COc1ccc(NC(=O)Nc2cccc3c2O[C@H](CN(C)Cc2ccc(C(=O)Nc4ccccc4N)cc2)[C@@H](C)CN([C@H](C)CO)C3=O)cc1,-3,23,1.6,-3,-10,-0.2,.,-2
CCOc1ccc(S(=O)(=O)N2CCCCC2)cc1NC(=O)Cc1ccsc1,-2,.,-2.8,-13,-8,0.3,6,-1
Cc1cccc(Nc2cc(=O)n(C)c(=O)[nH]2)c1,?,0.2,1.1,16,-11,0.0,-22,1
C[C@H](CO)N1C[C@H](C)[C@H](CN(C)Cc2ccc(C(=O)O)cc2)Oc2ccc(NC(=O)Cc3ccccc3)cc2CC1=O,-2,-4.6,2.2,16,-5,0.4,-7,1
COc1ccccc1CC(=O)N(CCC1=CCCCC1)c1c(N)n(Cc2ccccc2)c(=O)[nH]c1=O,0,-0.1,-3.4,-11,-4,0.1,6,0
COCC(=O)Nc1ccc2c(c1)[C@@H]1C[C@H](CC(=O)N[C@@H](C)c3ccccc3)O[C@H](CO)[C@@H]1O2,4,0.0,0.1,3,-13,0.2,0,7
COc1ccc(C(CC(=O)N2CCCC2)c2c(O)cc(OC)cc2OC)cc1 (configuration not stated),-1,-0.1,1.6,2,-10,0.6,4,-2
CN1C(=O)c2cc(NC(=O)c3ccc(F)c(F)c3)ccc2OC[C@H]2O[C@H](CC(=O)N3CCCCC3)CC[C@@H]21,?,0.1,2.2,-4,-5,0.0,-1,1
N#Cc1ccc(COn2nnc3ccccc32)cc1,3,.,-0.1,6,-6,0.2,.,4
O=C(O)c1cccc(NC(=O)c2cn(-c3ccccc3)nc2-c2ccc(F)cc2)c1,4,.,-2.6,1,-17,0.0,-4,-1
COc1cc2ccccc2ccc1=NO,-6,0.0,-3.2,.,-2,0.0,11,0
C[C@@H]1CCCCO[C@H](CN(C)Cc2ccc(C(F)(F)F)cc2)[C@@H](C)CN([C@@H](C)CO)C(=O)c2cc(NS(=O)(=O)c3cn(C)cn3)ccc2O1,-6,-0.1,1.2,-15,8,0.2,-1,1
CN1CCc2c(OCC(=O)N3N=C(c4cccs4)CC3c3ccc(F)cc3)cccc2C1=O (configuration not stated),?,-0.1,.,.,-25,0.7,-11,1
COc1ccc(CN(C)C[C@H]2Oc3ccc(NS(=O)(=O)c4c(C)noc4C)cc3C(=O)N([C@@H](C)CO)C[C@@H]2C)cc1,25*,19,-2.5,13,2,0.1,2,-2
CCN(C(=O)COC(=O)[C@H](C)N=C1NS(=O)(=O)c2ccccc21)C1CCS(=O)(=O)C1 (some centres not stated),-5,2.6,-2.3,17,1,0.0,4,4
COc1ccc(/C=N/NC(=O)c2ccc(O)cc2O)cc1CSc1ccccn1,5,0.6,.,.,-6,0.0,2,14
CC(=O)N(C)C[C@H]1Oc2ncc(C3=CCCC3)cc2C(=O)N([C@H](C)CO)C[C@H]1C,18,0.2,-3.0,26,12,0.0,1,-2
CC1Cc2ccccc2N1C(=O)COC(=O)C1(c2ccccc2F)CCCC1 (configuration not stated),.,0.5,.,-34,.,0.2,6,.
O=C(N[C@@H]1CC[C@H](CCn2cc(C3(O)CCCC3)nn2)O[C@@H]1CO)C1CCCCC1,5,-0.1,0.5,21,-8,-0.6,-8,-3
CCOc1cc(N2CCOCC2)c(OCC)cc1NC(=O)c1cc(-c2ccco2)nc2ccccc12,-2,.,-0.7,6,-7,.,6,-1
CSc1ccc(C(=O)NC2CCSc3ccccc32)cc1 (configuration not stated),-5,0.0,0.2,24,-2,0.5,4,6
CNC[C@@H]1Oc2ccc(NC(=O)Nc3ccc(OC)cc3)cc2CC(=O)N([C@H](C)CO)C[C@@H]1C,.,.,0.7,23,11,-0.7,1,-2
Cc1ccc(-n2ncc3c(=O)n(CC(=O)N(C(C)C)C(C)C)cnc32)cc1,0,.,4.0,-6,17,0.0,-1,-3
COc1ccc(S(=O)(=O)N[C@H]2CC[C@@H](CC(=O)N3CCC(Cc4ccccc4)CC3)O[C@H]2CO)cc1,1,-1.9,-1.2,-22,-16,0.2,-3,0
COc1ccc(NS(=O)(=O)c2ccc(OC)c(N(C)S(=O)(=O)c3ccc(Cl)cc3)c2)cc1,0,.,-1.1,-22,0,.,-2,-5
Cn1c(N)c(C(=O)COC(=O)c2nc(Cl)ccc2Cl)c(=O)n(C)c1=O,3,0.1,-1.2,6,-20,-0.1,-6,.
CCNC(=O)C[C@H]1CC[C@H]2[C@@H](COC[C@H](O)CN2C(=O)C2CCOCC2)O1,2,-0.1,0.5,10,-80,0.0,0,2
C[C@@H]1CN([C@H](C)CO)S(=O)(=O)c2ccc(C#Cc3ccccc3)cc2O[C@H]1CN(C)S(=O)(=O)c1cn(C)cn1,-7,0.5,0.3,-13,-15,3.7,-5,-2
O=C(Nc1ccccc1)OCCN1CCN(Cc2ccccc2)CCC1=O,?,-0.2,-1.9,5,-6,-0.2,-6,0
CCc1ccccc1N(CC(=O)NCc1ccc(OC)cc1)C(=O)CCC(=O)Nc1ccccn1,9,.,0.7,-16,-17,0.2,0,7
O=C(O)/C=C/C(=O)N1CCN(c2ccccc2F)CC1,4,-0.1,.,-3,-16,0.1,-8,0
CC(=O)O[C@]1(C(C)=O)CC[C@H]2[C@@H]3C=C(C)C4=CC(=O)CC[C@@H]4[C@H]3CC[C@@]21C,7,0.0,-2.7,.,7,-0.2,-1,8
CCCNC(=O)N1CCC2(CC1)CN(C(=O)COC)[C@@H](CO)c1[nH]c3cc(OC)ccc3c12,-7,0.0,0.4,6,9,0.2,.,0
O=C(C[C@@H]1C/C=C\C[C@@H](Cc2ccc(F)cc2)C(=O)OC[C@H]2CCCN2C1=O)NCCO,15,-0.1,-2.1,-3,-1,0.0,-10,-2
Cc1cc(NC(=O)c2cc(C3CC3)on2)no1,-3,-0.5,-0.2,1,-4,-0.1,11,4
Cc1cccc(OCc2nnc(SCC(=O)N(C)C3CCCCC3)o2)c1,-2,1.8,0.4,-34,0,0.0,-5,-2
O=C(COc1ccc2ccc(=O)oc2c1)N1CCc2ccccc21,-4,1.1,0.3,10,-9,-0.4,.,-1
Cc1ccc(NC(=O)CSc2nncs2)cc1Cl,-5,-0.3,-3.5,-3,-16,-0.5,-11,5
O=C(c1ccco1)N1N=C(c2cccs2)CC1c1cc([N+](=O)[O-])ccc1O (configuration not stated),-5,.,0.7,-5,-19,0.0,0,-2
CCCCOP(=O)(c1ccc(N(C)C)cc1)C(O)c1c(Cl)cccc1Cl (configuration not stated),7,0.0,2.8,-8,-2,0.1,-1,0
O=C(Cn1c2[n+](c3ccc(C(F)(F)F)cc31)CCCCC2)Nc1ccccc1,-2,.,.,9,-12,0.1,.,-1
CC(C)n1c(/N=C/c2c[nH]c3ccccc23)nc2ccccc21,-7,.,1.9,8,-141,.,11,-1
CCN(CC(=O)Nc1c(F)cccc1F)C(=O)CCNS(=O)(=O)c1ccc(C)c(C)c1,-8,1.0,1.6,7,4,0.0,1,-96
CC(C)CN(C(=O)COC(=O)c1cccc2ccccc12)c1c(N)n(Cc2ccccc2)c(=O)[nH]c1=O,-4,2.6,-1.3,-9,-19,-0.7,.,-1
Cc1cc(NC(=O)CSc2nnc(-c3ccc([N+](=O)[O-])cc3)o2)no1,4,0.4,0.5,-4,-6,0.2,3,1

# High-throughput results (PubChem)
